FUS yeast rescue = qHTS for Suppressors of FUS Proteinopathy: Primary screen using FUS-linked yeast assay; S. cerevisiae FUS-expressing, growth rescue, OD600, 24 h; Potency, µM (highest dose often 76.6 µM), without a hit: at the top dose growth rescue (activation), actives largely listed as activators; 0.24% of 390,000 active;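 also: potency is read from the fitted curve at half-maximal effect; plate controls were DMSO vehicle for no effect and reference control for full effect; nearly all actives have a fitted effect of over 55% in size; some results filed as inactive show a strong effect at the top dose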
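Quantitative HTS measuring growth restoration of FUS-toxic yeast. Galactose-induced cells (OD 0.005) were exposed 24hr at 30C to compounds at several concentrations, then absorbance at 600 nm was recorded.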
EPAC1 antag = qHTS for Antagonist of cAMP-regulated guanine nucleotide exchange factor 3 (EPAC1): primary screen | 0.14% of 360,000 active | Rap guanine nucleotide exchange factor 3 (Homo sapiens), O95398 | Potency, µM (highest dose often 115 µM), for the others: at the highest dose activity change, negative = inhibition, usual class: inhibitors | EPAC1 GEF assay, Rap1b-BODIPY-GDP exchange fluorescence;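 also: potency is read from the fitted curve at half-maximal effect; plate controls were vehicle for no effect and positive control for full effect; nearly all actives have a fitted effect of over 50% in size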
PI5P4Ka inh = qHTS for Inhibitors of phosphatidylinositol 5-phosphate 4-kinase (PI5P4K). Phosphatidylinositol 5-phosphate 4-kinase type-2 alpha (Homo sapiens), P48426. PI5P4Kalpha enzyme, ADP-Glo luminescence, 60 min; active compounds read low. max response, %. 1.2% of 330,000 active. AID 652105, 2013; active = max response of -50% or lower; inconclusive = between -30% and -50%; inactive = -30% or higher; also: value at the top dose of about 77 µM; % is scaled to controls: 0 for no effect and ±100 for the full control effect
Target sequence (P48426 whole entry, looked up): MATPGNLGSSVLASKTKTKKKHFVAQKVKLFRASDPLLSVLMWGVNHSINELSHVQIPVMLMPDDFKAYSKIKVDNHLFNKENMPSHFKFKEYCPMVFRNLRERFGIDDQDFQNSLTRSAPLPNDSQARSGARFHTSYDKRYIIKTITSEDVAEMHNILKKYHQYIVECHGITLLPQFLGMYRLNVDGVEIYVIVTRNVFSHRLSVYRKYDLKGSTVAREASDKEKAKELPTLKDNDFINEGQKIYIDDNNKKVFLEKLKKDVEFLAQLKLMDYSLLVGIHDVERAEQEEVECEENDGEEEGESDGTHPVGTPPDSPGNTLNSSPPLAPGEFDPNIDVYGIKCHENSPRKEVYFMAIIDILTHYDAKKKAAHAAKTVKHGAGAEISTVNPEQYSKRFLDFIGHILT
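Compounds were pin-transferred onto PI5P4Kalpha and substrate in HEPES pH 7.4 buffer with EGTA, CHAPS and 5% DMSO. ATP (5 microM final) started the reaction, which ran 60 minutes at room temperature before ADP-Glo detection.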
aSyn rescue = qHTS of alpha-syn Inhibitors; 0.14% of 370,000 active; Potency, µM (series often up to 46.1 µM), for inactives: at the highest dose growth rescue (activation), most hits filed as activators; Yeast expressing alpha-synuclein, growth rescue, BacTiter-Glo, 24 h; AID 652106, 2013; also: potency is read from the fitted curve at half-maximal effect; % of control where 0% means no effect; nearly all actives have a fitted effect of over 65% in size
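Readout is rescue of growth in alpha-synuclein-expressing yeast, so inhibitors of toxicity appear as activators. Growth after 24 hr at 30 deg C in galactose medium is quantified by luminescence.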
WRN helicase inh = qHTS for Inhibitors of WRN Helicase. Bifunctional 3'-5' exonuclease/ATP-dependent helicase WRN (Homo sapiens), Q14191. WRN helicase unwinding, fluorescent forked duplex, kinetic. Potency, µM (top dose mostly 114 µM), without a hit: at the highest dose activity change, negative = inhibition, actives largely listed as inhibitors. 0.46% of 360,000 active. AID 651768, 2012; also: potency is read from the fitted curve at half-maximal effect; % is scaled to controls: 0 for no effect and ±100 for the full control effect; nearly all actives have a fitted effect of over 55% in size
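WRN at 20 nM final preincubated with compound 15 min at room temperature; reaction started with 100 nM fluorophore/quencher forked duplex oligonucleotide and 2 mM ATP final. Unwinding followed kinetically by red fluorescence (ex 525, em 598 nm).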
EPAC1 agonist = qHTS for Agonist of cAMP-regulated guanine nucleotide exchange factor 3 (EPAC1): primary screen; 0.073% of 360,000 active; EPAC1 agonist qHTS, biochemical assay; response scale: 100% = response to 6.5 mM cAMP; Potency, µM (doses to about 154 µM), without a hit: top-dose activation, most hits filed as activators; Rap guanine nucleotide exchange factor 3 (Homo sapiens), O95398; also: potency is read from the fitted curve at half-maximal effect; nearly all actives have a fitted effect of over 60% in size
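Nucleotide exchange assay: 100 nM EPAC1 with 250 nM Rap1B loaded with BODIPY-GDP and 50 uM GDP, room temperature. Fluorescence (480/540 nm) read every 5 min for 30 min; signal change normalized to 6.5 mM cAMP as full agonist.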
Abeta rescue = qHTS for compounds that reverse cellular toxicity of Amyloid beta (A-beta) peptide in yeast: Primary Screen; AID 1347071, 2019; yeast expressing A-beta42, growth rescue, OD600, 48 h; response scale: 0% DMSO, 100% iron-clioquinol control; 0.063% of 410,000 active; Potency, µM (doses to about 46.1 µM), for inactives: top-dose growth rescue, usual class: activators; also: potency is read from the fitted curve at half-maximal effect; nearly all actives have a fitted effect of over 55% in size
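Yeast A-beta toxicity model in growth medium with pinned compounds, 48 h at 30 C; growth read as absorbance at 600 nm. Normalized to FeCl3/clioquinol equimolar mix (positive) and DMSO (negative).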
PLK1 PBD inh = qHTS for Inhibitors of PLK1-PDB (polo-like kinase 1 - polo-box domain): Primary Screen; Potency, µM, for the others: max response, negative = inhibition, usual class: inhibitors; AID 720504, 2013; 2.8% of 360,000 active; Plk1 PBD binding of FITC phosphopeptide, fluorescence polarization; also: potency is read from the fitted curve at half-maximal effect; series mostly up to about 57 µM; % is scaled to controls: 0 for no effect and ±100 for the full control effect; nearly all actives have a fitted effect of over 65% in size
Target sequence (P53350 whole entry, looked up, the tested form may be a part): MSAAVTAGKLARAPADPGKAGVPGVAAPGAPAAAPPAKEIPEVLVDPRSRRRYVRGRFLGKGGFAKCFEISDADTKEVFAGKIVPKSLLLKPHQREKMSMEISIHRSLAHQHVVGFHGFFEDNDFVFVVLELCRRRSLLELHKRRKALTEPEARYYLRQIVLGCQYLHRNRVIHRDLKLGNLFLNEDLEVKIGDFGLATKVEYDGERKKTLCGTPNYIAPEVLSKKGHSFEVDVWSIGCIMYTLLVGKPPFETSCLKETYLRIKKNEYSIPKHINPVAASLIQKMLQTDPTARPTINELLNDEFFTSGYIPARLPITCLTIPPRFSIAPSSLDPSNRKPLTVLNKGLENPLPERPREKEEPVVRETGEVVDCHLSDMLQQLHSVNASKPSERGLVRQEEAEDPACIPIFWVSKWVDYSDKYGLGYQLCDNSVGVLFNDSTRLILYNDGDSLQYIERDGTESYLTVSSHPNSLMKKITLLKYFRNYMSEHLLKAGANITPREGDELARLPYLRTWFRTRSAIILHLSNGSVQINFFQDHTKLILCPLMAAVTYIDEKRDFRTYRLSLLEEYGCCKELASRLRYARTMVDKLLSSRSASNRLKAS
IL2 activator = qHTS of IL-2 Activators. IL-2 activation reporter assay, cell-based qHTS; stimulated with anti-CD3/CD4/CD28 beads; in transgenic mouse T cells. activation, % (series mostly up to about 46 µM). 0.065% of 360,000 active. AID 652025, 2013; in the data active = activation above about 50%; inconclusive = mostly about 30% to 49%; also: 0% is about no effect
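Unstimulated transgenic mouse T cells preincubated 60 min with compound, then stimulated with anti-CD3/anti-CD4-coated beads plus anti-CD28 for 18 h at 37 degrees C. IL-2 response read as EGFP and DsRed fluorescence by plate cytometry.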
Starred values were filed as active, the others as inactive; ? = inconclusive; . = not tested or not shown; & = joins results of further samples; ! = not confirmed by another sample; [ ] = remark or other dose. Unless noted, calls follow the shape of the dose curve; as a rule, active = well fitted curve in the direction sought with a large enough effect; inconclusive = small, poorly fitted or top-dose-only effect, or another doubt; inactive = no such curve, though single readings can be large; an effect the other way counts as inactive or inconclusive. Not a hit list; about 4.1% have a hit in one of these screens.

| mol | FUS yeast rescue | Abeta rescue | EPAC1 antag | EPAC1 agonist | aSyn rescue | WRN helicase inh | PI5P4Ka inh | IL2 activator | PLK1 PBD inh |
| --- | --- | --- | --- | --- | --- | --- | --- | --- | --- |
| CC(C)(C)n1nnnc1C(c1ccccc1)N1CCN(c2ccc(C(F)(F)F)cn2)CC1 (stereo unspecified) | 29% | -56%[inhibitor] | -10% | 9% | -1% | -5% | 3 | -1.0 | -10% |
| Cc1ccc2c(c1)=C(c1ccccc1)N(O)CC(=O)N=2 | 22% | -13% | -27% | -5% | -4% | -9% | 11 | -3.2 | -1% |
| CN(CC(=O)NC1CCCc2ccccc21)S(=O)(=O)c1ccc2c(c1)c(=O)n(C)c(=O)n2C (stereo unspecified) | -2% | -6% | 7% | 4% | -8% | -2% | 2 | -2.3 | -7% |
| CCn1c(C)nc2cc(C(=O)N/N=C(\C)c3ccc(OC)cc3O)ccc21 | 1% | -3% | -3% | -5% | 1% | 1% | 2 | -1.3 | -6% |
| COc1ccc(N2CCN(C(=O)C(CCSC)N=C3NS(=O)(=O)c4ccccc43)CC2)cc1 (stereo unspecified) | 16% | 5% | -28% | 1% | 7% | -2% | -5 | 1.3 | 2% |
| O=C(CN1CCCCC1)Nc1ccccc1 | 9% | 13% | 15% | -5% | -1% | 5% | -1 | -3.5 | 1% |
| CCCCN(CC)CCCNC(=O)c1cn(C)c(=O)c2c1c1ccccc1n2C | -8%&9% | 8%&-14% | 3% | -8% | ? | 1% | 3 | 0.2 | -14% |
| CC(=O)c1ccccc1OCCOCCOc1ccccc1C(C)=O | -3% | 12% | -7% | 3% | 0% | -1% | -2 | -4.0 | -9% |
| Cc1cccn2c(=O)c(/C=C(\C#N)S(=O)(=O)c3ccccc3)c(Oc3ccc(Cl)cc3)nc12 | 2% | 2% | -2% | -9% | 3% | 1% | 3 | -1.1 | -7% |
| CCOC(=O)C1CCN(C(=O)COc2ccc3c(C)cc(=O)oc3c2)CC1 | -1% | -2% | 7% | 9% | 7% | 3% | -3 | 0.5 | -5% |
| CC1=NN(C(=O)c2cccnc2)C(O)(C(F)(F)F)C1 (stereo unspecified) | -5% | 4% | -12% | -1% | 1% | -6% | 6 | -0.2 | -12% |
| CC(C)N(C(=O)C[n+]1ccsc1N)c1ccccc1 | 23% | -14% | -10% | -7% | 0% | 15% | -10 | 0.9 | -13% |
| O=C(CN1C(=O)NC2(CCCCCC2)C1=O)NCCc1ccccc1 | -16% | 10% | 3% | 13% | -5% | 0% | -1 | 0.1 | -7% |
| O=C(c1cccc(NS(=O)(=O)c2ccc(Br)cc2)c1)N1CCCCC1 | -7% | 11% | 8% | -1% | 0% | -3% | 3 | -3.9 | -2% |
| COC(=O)c1cc(S(=O)(=O)NCC2CCN(Cc3ccc(F)cc3)CC2)cn1C | 3%&-7% | -18% | 4% | 12% | -3% | -17% | 6 | 0.2 | -3% |
| O=C(CCl)NC1CCCc2ccccc21 (stereo unspecified) | -16% | -18% | -4% | -6% | 8% | 11% | ? | -0.3 | 27µM* |
| CC(C)CN(C(=O)CN(C)C(=O)Cc1c(F)cccc1Cl)c1c(N)n(CC(C)C)c(=O)[nH]c1=O | -7% | -6% | -7% | 0% | 0% | 5% | 0 | -1.6 | -12% |
| CC(C)(Cc1cccc(CC(C)(C)C(=O)O)c1)C(=O)O | -10% | -10% | 10% | -12% | -2% | -6% | 5 | -4.1 | -4% |
| COc1ccc(-n2nc([N+](=O)[O-])c(=NC3CCN(Cc4ccccc4)CC3)n2O)cc1 | 12% | 4% | -8% | -4% | 4% | -4% | 0 | -2.1 | 3% |
| CCOc1ccc(-c2cc(CCCC(=O)NCCc3ccc(OC)c(OC)c3OC)no2)cc1 | 29% | -9% | 11% | -18% | 0% | 8% | . | -2.9 | -5% |
| O=C(Nc1ccc2ccccc2c1)C(c1ccc(C(F)(F)F)cc1)n1c(=O)c(-c2cc3ccccc3[nH]2)nc2ccccc21 (stereo unspecified) | 35% | -2% | 15% | -12% | 22% | 7% | -6 | 0.1 | 0% |
| CC[C@H]1C(O)C[C@H]2CCN3C(=O)CCC[C@H]1[C@H]23 (stereo partly specified) | -19% | 2% | 2% | 15% | -4% | -7% | -1 | 0.3 | -9% |
| COc1ccc(N2C(=NC(=O)CC3CCCCC3)SC3CS(=O)(=O)CC32)cc1 (stereo unspecified) | 3% | -4% | 5% | -9% | 1% | 2% | -4 | -1.0 | 8% |
| CC(=O)N1CCN(c2ccc(NS(=O)(=O)c3ccc(C)cc3)cc2)CC1 | 10% | -3% | -1% | 12% | -1% | -3%[57.1 µM] | 9 | 0.6 | 1% |
| Cc1ccc2c(c1)N(CC(=O)N1CCCC1)C(=O)CO2 | -5% | 2% | -19% | 9% | 1% | 11% | 0 | -1.0 | 6% |
| CCOc1ccc(C2C(C#N)=C(N)SC(N)=C2C#N)c(OCC)c1 | 34% | -91%[inhibitor] | -18% | 8% | -1% | -30% | -63* | -0.3 | -19% |
| CCCNc1c(NS(=O)(=O)c2ccc(OC)c(OC)c2)c(=O)oc2ccccc12 | 11% | -6% | 24% | 3% | 6% | 4% | -4 | -2.5 | 0% |
| O=C(CCCOc1ccc(Cl)cc1Cl)N/N=C/c1ccc(Cl)cc1 | . | 23% | -14% | 4% | 22% | -21% | 21 | -0.6 | 15µM* |
| Cc1ccc(S(=O)(=O)NC(=O)c2ccc(F)cc2)c(C)c1 | 0% | 5% | 7% | 13% | 1% | 6% | 1 | 0.9 | -15% |
| COc1ccc(/C=C2\SC(=S)N(CCC(=O)Nc3cccc(O)c3)C2=O)cc1 | 7% | -14% | -7% | -3% | 1% | -6% | 4 | -0.4 | -8% |
| COc1ccc(-c2cc(C(F)F)n3ncc(C(=O)Nc4c(C)n(C)n(-c5ccccc5)c4=O)c3n2)cc1 | -10% | -12% | -9% | -3% | 12% | -4%[57.1 µM] | -2 | -0.9 | -27% |
| O=C(Nc1ccc2c(c1)OCCO2)C1CC(O)CN1C(=O)Nc1ccccc1 (stereo unspecified) | -3% | -17% | -6% | 9% | -3% | 9%[57.1 µM] | 0 | -0.4 | -11% |
| CCOCCCNC(=O)C(c1ccc(Cl)cc1)N(Cc1cccs1)C(=O)CNC(C)=O (stereo unspecified) | 8% | 9% | -13% | -3% | -1% | 2% | 1 | -0.7 | -2% |
| COc1ccccc1-n1nnnc1SCc1ccccc1 | -19% | -10%[9.22 µM] | -29% | 16% | 14% | -29% | 14 | 3.1 | -3% |
| Cc1ccc(F)c(S(=O)(=O)NC(=O)C2(C)CCN2C(=O)Cc2cc(F)ccc2F)c1 (stereo unspecified) | -15% | -12% | -3% | -1% | -1% | 7%[57.1 µM] | 2 | 0.4 | -1% |
| Cc1cccc(N2C(=O)C(O)=C(C(=O)c3cccs3)C2c2ccccc2)n1 (stereo unspecified) | ? | -20% | -6% | -6% | 14% | 7% | 0 | 0.1 | 5% |
| Cc1cccc2c1c1ccc3c(c1n2C)C(=O)C=CC3=O | -22% | -45%[inhibitor] | -18% | 0% | 2% | -8% | -73* | -2.7 | ? |
| CC(C)(C)N(Cc1ccccc1)C(=O)COC(=O)CSc1ccc([N+](=O)[O-])cc1 | ? | ? | -4% | 1% | 1% | -31% | -5 | -5.3 | 12µM* |
| CSc1nc2ccc(S(=O)(=O)N3CCCC3)cc2s1 | 24% | 18% | 6% | -4% | 28% | 7% | . | -2.8 | -10% |
| COC(=O)c1cn(NC(=O)/C=C/c2ccc(OC)c(OC)c2)c(=O)c2ccccc12 | . | 7% | 13% | 5% | 6% | 2% | 1 | 5.1 | 1% |
| COc1ccc(C(=O)CN2C(=O)C(C)(C)Oc3ccc(C(=O)N4CCCCCC4)cc32)cc1 | 34% | -3% | -7% | 2% | -1% | 3%[57.1 µM] | -1 | -3.4 | -4% |
| Cc1n[nH]c(=S)n1/N=C/c1ccccc1OCc1ccc(Cl)cc1Cl | 14% | 10% | 4% | -6% | -5% | -6%[57.1 µM] | 1 | 3.1 | 5% |
| Cc1ccnc(SC2CC(=O)N(c3ccc(Cl)cc3)C2=O)n1 (stereo unspecified) | 19% | -8% | ? | 2% | 17% | 4% | -2 | 0.2 | -25% |
| CC(=O)c1ccccc1OCc1ccc(S(=O)(=O)Cc2ccccc2)cc1 | 26% | -11% | 13% | 13% | -1% | 1% | -7 | -0.1 | 0% |
| CCOC(=O)CCc1c(C)nc(-n2[nH]c(C)c(CCO)c2=O)[nH]c1=O | -10% | -6% | -17% | -5% | 1% | 0%[57.1 µM] | -1 | -0.3 | -7% |
| Clc1cccc(Cl)c1-c1nnc2ccc(N3CCOCC3)nn12 | 29% | -13% | -6% | 2% | -8% | -14% | . | -0.9 | -7% |
| Cc1ccc(NC(=O)C2CCCN(S(=O)(=O)c3cnc[nH]3)C2)c(Br)c1 (stereo unspecified) | -19% | -11% | -8% | 5% | 0% | -2% | -2 | -1.0 | 24µM*! |

Source: PubChem (National Center for Advancing Translational Sciences (NCATS))
